RGS4 act: RGS4 potentiation or activation | HEK293 M3R/inducible RGS4, carbachol calcium flux Fluo4; stronger effect = lower value | B-score at 10 µM | 310,000 compounds, 0.92% hits | AID 463111;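 active = B-score of the integrated calcium signal more than 4 SD below the library mean, with starting fluorescence not abnormally high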;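 also: negative B-score means reduced calcium response which marks RGS4 activation or potentiation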
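Reagent: ECmax carbachol challenge; Test system: M3R-expressing HEK293 line, RGS4 induced by doxycycline; Schedule: overnight RGS4 induction, 30 min dye load 37 °C, 20 min compound RT; Detection: calcium dye Fluo4 fluorescence; Read-out: Agonist-evoked peak-minus-minimum fluorescence over baseline, integrated ratio, B score.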
RGS4 inh: inhibitors of human RGS4; HEK293 M3R/RGS4 inducible, Fluo-4 calcium flux; stronger effect = higher value; triggered by carbachol at its EC20; 310,000 compounds, 0.45% hits; AID 463165; B-score at 10 µM; P49798;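 active = B-score, a plate-corrected calcium signal, over three deviations above library mean, with baseline fluorescence within five deviations of library mean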;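 also: RGS4 expression induced by doxycycline in cells with stable M3 receptor; B-score is computed from the integrated fluorescence ratio over baseline after carbachol; higher B-score means a larger calcium signal and so more RGS4 inhibition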
TMEM16A inh: mouse TMEM16A channel inhibition, primary screen | Q8BHY3 | HEK293 TMEM16A/YFP iodide influx fluorescence, ionomycin | normalized B-score (activity score, 25-100; higher = stronger inhibition) at 10 µM | 310,000 compounds, 1.2% hits | AID 588511;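 active = ratio plate-corrected score three or more library SD toward inhibition, starting fluorescence score within five deviations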;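 also: score derived from kinetic fluorescence span divided by baseline fluorescence per well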
Target sequence (Q8BHY3 whole entry, looked up): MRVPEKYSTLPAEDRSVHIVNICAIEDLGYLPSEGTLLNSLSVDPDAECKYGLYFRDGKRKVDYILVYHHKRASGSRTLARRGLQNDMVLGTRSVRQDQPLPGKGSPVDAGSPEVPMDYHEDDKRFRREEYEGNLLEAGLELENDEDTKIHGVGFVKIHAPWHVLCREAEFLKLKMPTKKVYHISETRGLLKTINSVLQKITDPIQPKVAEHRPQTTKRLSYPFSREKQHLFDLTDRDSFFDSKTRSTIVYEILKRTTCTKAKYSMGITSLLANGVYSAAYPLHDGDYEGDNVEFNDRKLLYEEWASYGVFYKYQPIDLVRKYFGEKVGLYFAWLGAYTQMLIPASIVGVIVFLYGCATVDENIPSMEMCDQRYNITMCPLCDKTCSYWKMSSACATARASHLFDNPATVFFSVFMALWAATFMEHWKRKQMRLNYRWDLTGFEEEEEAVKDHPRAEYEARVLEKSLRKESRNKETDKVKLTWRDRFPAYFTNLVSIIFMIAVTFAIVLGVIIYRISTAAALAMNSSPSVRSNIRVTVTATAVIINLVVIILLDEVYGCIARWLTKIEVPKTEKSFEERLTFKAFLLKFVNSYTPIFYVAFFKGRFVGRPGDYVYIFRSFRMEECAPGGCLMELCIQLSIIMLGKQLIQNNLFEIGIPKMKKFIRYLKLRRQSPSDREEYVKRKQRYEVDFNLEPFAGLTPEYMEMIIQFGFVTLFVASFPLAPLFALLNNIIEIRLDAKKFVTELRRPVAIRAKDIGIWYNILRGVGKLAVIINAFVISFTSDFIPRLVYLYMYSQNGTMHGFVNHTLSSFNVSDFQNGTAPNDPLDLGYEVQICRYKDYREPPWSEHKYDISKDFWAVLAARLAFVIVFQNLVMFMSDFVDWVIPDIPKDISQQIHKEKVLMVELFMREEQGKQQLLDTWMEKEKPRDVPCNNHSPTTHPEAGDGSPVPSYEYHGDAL
SKKanGAS inh: inhibitors of SKKanGAS S. pyogenes growth in kanamycin (SK-promoter or general growth effect) | BacTiter-Glo, 6 h | inhibition, % at 7.5 µM | 300,000 compounds, 1.3% hits;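 active = mean replicate score, as percent of positive control median, at least 50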;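 also: strain carries kanamycin resistance gene driven by streptokinase promoter and grows in 40 µg/ml kanamycin; loss of luminescence reflects streptokinase promoter inhibition or plain growth inhibition; 0% = median of DMSO wells and 100% = positive control at its reference dose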
TRPC6 inh: blocks the mouse TRPC6 cation channel; AID 2553; 310,000 compounds, 1.1% hits; HEK293-TRPC6, membrane potential dye, ACh-evoked depolarization; stronger effect = lower value; B-score at 10 µM;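 active = B-score under library mean minus 3 SD, initial fluorescence not abnormally high, positive integrated signal ratio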;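 also: B-score derived from integrated fluorescence ratio over the kinetic read; more negative B-score means stronger inhibition of depolarization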
MrgX1 allo act: allosterically activates human MrgX1 receptor signaling; Q96LB2; MrgX1-HEK293, Fluo-4 calcium flux, FDSS; stronger effect = higher value; B-score at 10 µM; 310,000 compounds, 0.63% hits;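 active = plate-corrected calcium response at least 3 library SD above typical, normal starting fluorescence, not activating the receptor alone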;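 also: compound read alongside a low EC10 to EC30 dose of BAM8-22 agonist; peak minus trough fluorescence over baseline measured at the second addition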
MrgX1 antagonist: human MrgX1 receptor antagonism, primary screen; Q96LB2; MRGX1-HEK293 calcium flux, Fluo-4, BAM8-22 antagonism; stronger effect = lower value; B-score at 10 µM; 310,000 compounds, 1.3% hits; AID 588676;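 active = calcium-response B-score plate-corrected more than 3 library SD below zero, starting fluorescence within 5 deviations, no agonist response on first addition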;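 also: peak minus trough fluorescence over baseline after final BAM8-22 challenge near maximal dose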
ANO1 activ: mouse TMEM16A channel activation, primary screen; B-score at 10 µM; 340,000 compounds, 0.3% hits; HEK293 TMEM16A/YFP-H148Q/I152L, iodide quench fluorescence; stronger effect = lower value; AID 623877; Q8BHY3;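 active = fluorescence-ratio B-score plate-corrected deviation score at least 3 library SD below zero, with starting fluorescence score within 5 deviations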;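 also: channel opened by trigger with iodide after compound preincubation; score built on the fluorescence ratio of max minus min over baseline; more negative score means more quench and so TMEM16A activation or potentiation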
HDAC3 inh: human HDAC3 inhibition. O15379. recombinant HDAC3, fluorogenic peptide/trypsin coupled, fluorescence. inhibition, % at 8.3 µM. 320,000 compounds, 0.15% hits. AID 2718; in the data active = inhibition above about 26%, passing the limit was not always enough
MrgX1 agonist: agonists of human MrgX1 receptor; Q96LB2; MrgX1-HEK293 cells, Fluo-4 calcium fluorescence, agonist mode; stronger effect = higher value; B-score at 10 µM; 310,000 compounds, 0.44% hits; AID 588627;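 active = calcium response B-score plate-corrected fluorescence ratio at least 3 library SD, with starting fluorescence B-score inside 5 SD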
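Material: MrgX1-expressing HEK293 cells / Dosing: compound as first of three additions / Incubation: overnight seeding, then 1 h dark dye loading / Signal: Fluo-4 NW calcium fluorescence / Evaluation: B-scored fluorescence response ratio / Benchmarks: positive and negative control wells on each plate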
TRPC6 activator: activates the mouse TRPC6 cation channel; HEK293-TRPC6 membrane potential dye fluorescence; stronger effect = higher value; B-score at 10 µM; 310,000 compounds, 0.13% hits; AID 2550;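 active = B-score of the integrated fluorescence ratio above library mean plus 3 SD, and starting fluorescence ratio within library mean plus 5 SD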;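 also: higher score means more depolarization so channel activation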
Starred values were filed as active, the others as inactive; i = inactive; . = no result given.

SMILES	RGS4 act	RGS4 inh	TMEM16A inh	SKKanGAS inh	TRPC6 inh	MrgX1 allo act	MrgX1 antagonist	ANO1 activ	HDAC3 inh	MrgX1 agonist	TRPC6 activator
O=C(CNc1n[nH]c(=O)[nH]c1=O)N/N=C/C1CC=CCC1 (stereo unspecified)	i	i	i	6	i	i	i	i	-7	i	i
Cc1ccccc1Nc1nn2c(=O)c3ccccc3nc2s1	i	i	i	21	i	i	i	i	-1	i	i
CCOC(=O)c1sc2ncn(CC(=O)NCC3CCCO3)c(=O)c2c1C (stereo unspecified)	i	i	i	18	i	i	i	i	-2	i	i
CCOC(=O)c1ccc(NC(=O)COc2ccc(S(=O)(=O)NC(C)(C)C)cc2)cc1	i	i	i	-5	i	i	i	i	0	i	i
COCc1cc(=O)[nH]c(Nc2nc3ccc(C)cc3o2)n1	i	i	i	70*	i	i	i	i	-6	i	i
Cc1c(-c2cc[n+]([O-])cc2)oc2ccc(Br)cc2c1=O	i	i	i	4	i	i	i	.	9	i	i
CCOC(=O)CC1NC(=O)c2ccccc21 (stereo unspecified)	i	i	i	4	i	i	i	i	1	i	i
CCN(CC)c1cc(C)c(C#N)c2nc3ccccc3n12	i	i	i	-3	i	i	i	i	-3	i	i
O=C(O)c1ccc2c(c1)C(=O)N(CCC1=CCCCC1)C2=O	i	i	i	6	i	i	i	i	-6	i	i
Cn1c(CCN2CCCCC2)nc2cc([N+](=O)[O-])ccc21	i	i	i	-1	-5.8*	i	i	i	2	i	i
O=[N+]([O-])c1cccc(-c2ccc(SCc3cccnc3)nn2)c1	i	i	i	-3	i	i	i	i	-11	i	i
O=[N+]([O-])c1cc(Br)c2nsnc2c1N1CCOCC1	i	i	i	1	i	i	i	i	4	59*	i
O=C(N1CCN(c2ccccc2)CC1)C(F)(F)C(F)(F)F	i	i	i	3	i	i	i	i	1	i	i
Cc1cc(S(=O)(=O)N2CCOCC2)ccc1OCC(=O)Nc1cccc(F)c1	i	i	i	-2	i	i	i	i	2	i	i
CC1CC(=O)N(CC(=O)NCc2ccc3c(c2)OCO3)c2ccccc2S1 (stereo unspecified)	i	i	i	-2	i	i	i	i	9	i	i
CCOCCCN(CC(=O)NC1CCCC1)C(=O)C(=O)Nc1ccc2c(c1)OCCO2	i	i	i	-15	i	i	i	i	-4	i	i
Cc1cc(S(=O)(=O)NC2CCCCC2)ccc1OCC(=O)NCc1ccccn1	i	i	i	0	i	i	i	i	-1	i	i
O=C(COc1ccccc1-c1ccccc1)Nc1ccc(S(=O)(=O)NCc2ccco2)cc1	i	i	i	-10	i	i	i	i	14	i	i
CCC(=O)c1ccc(OC(C)C(=O)NC2(C#N)CCCCC2)cc1 (stereo unspecified)	i	i	i	-2	i	i	i	i	-9	i	i
Cc1cccc(CCNC(=O)C2CCCN(c3ncnc4c3nc3n4CCCCC3)C2)c1 (stereo unspecified)	i	i	i	6	i	i	i	i	-2	i	i
Cc1ccc(-c2csc3ncnc(-n4nnc5ccccc54)c23)cc1C	i	i	i	-2	i	i	i	i	4	i	i
CCc1cccc(CC)c1NC(=O)CN1CC(C)SC1=NC1CCCCC1 (stereo unspecified)	i	i	i	-10	i	i	i	i	0	i	i
COc1ccc(NC(=O)CN(C)S(=O)(=O)c2ccc(Cl)cc2)cc1Cl	i	i	i	-16	i	i	i	i	3	i	i
Cc1ccc(C(=O)Nc2cnc3ccccc3c2)cc1	i	i	i	7	i	i	i	i	0	i	i
O=C(CN(C(=O)CNC(=O)c1cccs1)c1ccc2c(c1)OCCO2)NC1CCCC1	i	i	i	0	i	i	i	i	-3	i	i
More compounds follow:
SMILES	RGS4 act	RGS4 inh	TMEM16A inh	SKKanGAS inh	TRPC6 inh	MrgX1 allo act	MrgX1 antagonist	ANO1 activ	HDAC3 inh	MrgX1 agonist	TRPC6 activator
CC(=O)NC12CC3CC(C1)CC(C(=O)Nc1nc4ccc(S(C)(=O)=O)cc4s1)(C3)C2	i	i	i	1	i	i	i	i	-4	i	i
Cc1cc(C)nc(N/N=C/c2cn[nH]c2-c2ccc(F)cc2)n1	i	i	i	4	i	i	i	i	4	i	i
O=C(N/C(=C/c1cccc([N+](=O)[O-])c1)C(=O)N1CCCCC1)c1ccco1	i	i	i	1	i	i	i	i	3	i	i
CN(C(=O)CSc1nnc(-c2c[nH]c3ccccc23)o1)C1CCS(=O)(=O)C1 (stereo unspecified)	i	i	i	5	i	i	i	i	8	i	i
COc1ccccc1C(=O)Nc1sc2c(c1C(=O)NCc1ccco1)CCCC2	i	i	i	4	i	i	i	i	-7	i	i
COc1cccc(-c2nn(C)c3sc(C(=O)NCCCN(C)Cc4ccccc4)cc23)c1	i	i	i	3	i	i	i	.	-38	i	i
O=C(NCC1CCCO1)NC1CCCCC1 (stereo unspecified)	i	i	i	-2	i	i	i	i	-5	i	i
C#CCOCCOCCOCCNc1nc(N2CCOCC2)nc(N2CCN(C(=O)[C@H]([C@@H](C)O)n3cc(CCCCN)nn3)CC2)n1	i	i	i	6	i	i	i	i	-9	i	i
C=C(C)c1cccc(C(C)(C)NC(=O)N2CCCCC2CC)c1 (stereo unspecified)	i	i	i	25	i	i	i	i	-4	i	i
COc1ccc(CNC(=O)c2sc3nc4c(c(C(F)(F)F)c3c2N)CCC4)cc1	i	i	i	-1	i	i	i	.	4	i	i
N#Cc1ccc(NC(=O)Cn2cnc(S(=O)(=O)N3CCc4ccccc43)c2)cc1	i	i	i	5	i	i	i	i	6	i	i
NC1=NC(=O)C(Cc2cc(Cl)ccc2Cl)S1 (stereo unspecified)	i	i	i	-7	i	i	i	i	8	i	i
COc1ccc(-c2noc(CCC(=O)N3CCN(Cc4ccccc4)CC3)n2)cc1	i	i	i	-3	i	i	-5.3*	i	2	i	i
Cc1nc2cc(NC(=O)CSc3nc4c(C)cccc4cc3C#N)ccc2s1	i	i	i	-3	i	i	i	i	-5	i	i
CCC(C)NC(=O)C(Cc1ccccc1)NS(=O)(=O)c1cccc2nsnc12 (stereo unspecified)	i	i	i	1	i	i	i	i	2	i	i
CCCCCOC(=O)Cc1c(O)c2ccccc2n(C)c1=O	i	i	i	-13	i	i	i	i	-13	i	i
Cc1ccc(N2C(=O)c3ccccc3C2Nc2ccccc2)nc1 (stereo unspecified)	i	i	i	-4	i	i	i	i	-2	i	i
CC(NC(=O)c1cc(Br)ccc1Cl)c1ccccc1 (stereo unspecified)	i	i	i	-9	i	i	i	i	1	i	i
CC(=O)Nc1ccc(S(=O)(=O)Nc2cccc(-c3csc(C)n3)c2)cc1	i	i	i	-34	i	i	i	i	-3	i	i
C=CCn1c(CNC(=O)c2ccco2)nnc1SCC(=O)Nc1cccc(Br)c1	i	i	i	2	i	i	i	i	2	i	i
CCC(C)N(CCNC(=O)c1ccc2c(c1)NC(=O)c1ccccc1S2)C1CCCCC1 (stereo unspecified)	i	i	i	3	i	i	i	i	-1	i	i
Cc1cccc(NC(=O)C2CCCN2C(=O)Oc2ccccc2)c1C (stereo unspecified)	i	i	i	-4	i	i	i	i	-3	i	i
O=C(COc1ccccc1/C=C1/NC(=O)NC1=O)Nc1ccccc1	i	i	i	-6	i	i	i	i	2	i	i
CN(CCc1nc2ccc(Cl)cc2[nH]1)Cc1nc(CC2CC2)no1	i	i	i	-9	i	i	i	i	1	i	i
C=CCn1c(SCC(=O)Nc2ccc(Cl)cn2)nnc1C1CC1	i	i	i	0	i	i	i	i	-12	i	i

MrgX1 antagonist, entries above that show a hit.
SMILES	RGS4 inh	MrgX1 antagonist	ANO1 activ	HDAC3 inh	TRPC6 activator
COc1ccc(-c2noc(CCC(=O)N3CCN(Cc4ccccc4)CC3)n2)cc1	i	-5.3*	i	2	i

Continuation:
SMILES	RGS4 act	RGS4 inh	TMEM16A inh	SKKanGAS inh	TRPC6 inh	MrgX1 allo act	MrgX1 antagonist	ANO1 activ	HDAC3 inh	MrgX1 agonist	TRPC6 activator
COc1ccc(N2C(=S)N=C(Nc3ccccc3)C23CCCCC3)cc1	i	i	i	9	i	i	i	i	-1	i	i
CCCn1nnnc1SCC(=O)NCc1cccs1	i	i	i	-3	i	i	i	i	3	i	i
N#C/C(=N\Nc1ccc(Cl)cc1)C(=O)c1ccsc1	i	i	i	22	i	i	i	i	8	i	i
CSc1ccc(CCNC(=O)c2ccc(CS(=O)Cc3ccc(Cl)cc3)o2)cc1 (stereo unspecified)	i	i	i	1	i	i	i	i	-6	i	i
CC(C)N(C(=O)CSc1nnnn1-c1ccc2c(c1)OCO2)C(C)C	i	i	i	3	i	i	i	i	4	i	i
COc1cccc(CNC(=O)C2CCN(S(=O)(=O)c3ccc4c(c3)NC(=O)CO4)CC2)c1	i	i	i	-3	i	i	i	i	-4	i	i
Cc1ccc(C(=O)NNC(=O)CCCCC(=O)NNC(=O)c2ccc(C)cc2)cc1	i	i	i	0	i	i	i	i	6	i	i
CCOC(=O)c1oc2ccccc2c1NC(=O)c1ccc2c(c1)OCO2	i	i	i	-9	i	i	i	i	-8	i	i
COc1cc2c(cc1Cl)C(=O)C(F)(c1ccccc1)C(=O)N2 (stereo unspecified)	i	i	i	2	i	i	i	i	2	i	i
CC(=O)Nc1ccc(S(=O)(=O)NCCN2CCNC2=O)cc1Cl	i	i	i	-19	i	i	i	i	-4	i	i
Cc1cccc(S(=O)(=O)N/N=c2\sc3ccccc3n2C)c1	i	i	i	-12	i	i	i	i	11	i	i
CC1CCN(C(=O)CCc2nc3cc(S(=O)(=O)N(C)C)ccc3n2C)CC1	i	i	i	9	i	i	i	i	1	i	i
Cc1ccccc1NC(=O)c1csc2c1CCCC2	i	i	i	2	i	i	i	i	-1	i	i
COc1ccc(CCN(C)C2CCCN(S(=O)(=O)c3ccccc3F)C2)cc1OC (stereo unspecified)	i	i	i	0	i	i	i	i	-1	i	i
COC(=O)c1cc2sc(Cl)cc2n1CC(=O)Nc1ccc(OC)c(OC)c1OC	i	i	i	1	i	i	i	i	2	i	i
Cc1ccn(CC(=O)N2CCCC(Nc3ccc(F)c(F)c3)C2)n1 (stereo unspecified)	i	i	i	-4	i	i	i	i	-2	i	i

Screening results (PubChem BioAssay)

Compounds as they come. About 6.7% of those tested had a hit in this group.
